# DRD3 agonist = qHTS of D3 Dopamine Receptor Agonist: qHTS. D(3) dopamine receptor (Homo sapiens), P35462. D3R DiscoveRx beta-arrestin cells, luminescence, 90 min. max activation, %. 410,000 tested, 0.58% active. AID 652048, 2013; in the data active = max activation above about 30%; note: 0% is about no effect; mostly tested at two doses, the higher about 12 µM
#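 Cells at 1500/well, incubated overnight, then treated with pinned compounds (dopamine as control) for 90 min at 37 degrees C. DiscoveRx reagent added for 30 - 60 minutes at room temperature; luminescence read.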
# GLP-1R inv ag = qHTS of GLP-1 Receptor Inverse Agonists (Inhibition Mode); AID 624417, 2012; 410,000 tested, 1.6% active; HEK293 GLP-1R CRE-luciferase, luminescence, 24 h; GLP-1R form is constitutively active; Potency, µM (series often up to 38.3 µM), for inactives: top-dose activity change, negative = inhibition, usual class: inhibitors; Glucagon-like peptide 1 receptor (Homo sapiens), P43220; note: potency is the fitted concentration of half-maximal effect; % is set by controls: 0 for no effect and ±100 for the full control effect; nearly all actives have a fitted effect of over 55% in size
# Target sequence (P43220 whole entry, looked up): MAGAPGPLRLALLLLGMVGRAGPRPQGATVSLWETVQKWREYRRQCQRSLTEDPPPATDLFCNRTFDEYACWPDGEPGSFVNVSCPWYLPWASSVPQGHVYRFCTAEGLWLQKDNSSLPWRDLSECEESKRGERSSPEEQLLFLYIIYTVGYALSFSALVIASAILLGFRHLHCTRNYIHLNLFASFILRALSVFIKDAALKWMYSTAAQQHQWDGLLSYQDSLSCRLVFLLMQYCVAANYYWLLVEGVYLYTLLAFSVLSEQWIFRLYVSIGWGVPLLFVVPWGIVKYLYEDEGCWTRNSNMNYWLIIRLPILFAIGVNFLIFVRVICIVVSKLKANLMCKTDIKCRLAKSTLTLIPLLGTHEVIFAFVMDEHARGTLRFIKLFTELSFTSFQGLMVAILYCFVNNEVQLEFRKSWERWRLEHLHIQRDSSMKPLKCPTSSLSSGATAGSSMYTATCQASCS
#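 GLP-1R inverse agonism mode: basal reporter luminescence in engineered HEK293 cells measured after one day of compound exposure at 37 deg C, with a 12 min room-temperature detection step.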
# TDP-43 yeast inh = qHTS of TDP-43 Inhibitors. TDP-43 expressing yeast growth rescue, BacTiter-Glo, 24 h. 410,000 tested, 1.8% active. AID 652104, 2013. Potency, µM (titrated, usually from 46.1 µM), without a hit: at the top dose growth rescue (activation), actives largely listed as activators; note: potency is the fitted concentration of half-maximal effect; % of control where 0% means no effect; nearly all actives have a fitted effect of over 50% in size
#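 Luminescence from BacTiter-Glo reports growth of TDP-43-expressing yeast after 24 hr at 30 deg C with compound. Cells were raffinose-pregrown to mid-log, then seeded in galactose medium at OD600=0.02.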
# aSyn rescue = qHTS of alpha-syn Inhibitors | Yeast expressing alpha-synuclein, growth rescue, BacTiter-Glo, 24 h | Potency, µM (series often up to 46.1 µM), for inactives: at the top dose growth rescue (activation), hits mostly activators | 370,000 tested, 0.14% active; note: potency is the fitted concentration of half-maximal effect; % of control where 0% means no effect; nearly all actives have a fitted effect of over 65% in size
#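 Readout is rescue of growth in alpha-synuclein-expressing yeast, so inhibitors of toxicity appear as activators. Growth after 24 hr at 30 deg C in galactose medium is quantified by luminescence.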
# PTHR1 ag = qHTS for PTHR1 Agonists: Primary Screen; HEK293 GP2 PTHR1 cells, GloSensor cAMP luminescence, 1 h; Potency, µM (highest dose often 115 µM), without a hit: top-dose activation, hits mostly activators; 410,000 tested, 0.075% active; AID 743266, 2014; note: potency is the fitted concentration of half-maximal effect; nearly all actives have a fitted effect of over 55% in size; some results filed as inactive show a strong effect at the top dose; inactives centre near -15; many of its hits are not listed in these tables
# Target sequence (Q03431 whole entry, looked up): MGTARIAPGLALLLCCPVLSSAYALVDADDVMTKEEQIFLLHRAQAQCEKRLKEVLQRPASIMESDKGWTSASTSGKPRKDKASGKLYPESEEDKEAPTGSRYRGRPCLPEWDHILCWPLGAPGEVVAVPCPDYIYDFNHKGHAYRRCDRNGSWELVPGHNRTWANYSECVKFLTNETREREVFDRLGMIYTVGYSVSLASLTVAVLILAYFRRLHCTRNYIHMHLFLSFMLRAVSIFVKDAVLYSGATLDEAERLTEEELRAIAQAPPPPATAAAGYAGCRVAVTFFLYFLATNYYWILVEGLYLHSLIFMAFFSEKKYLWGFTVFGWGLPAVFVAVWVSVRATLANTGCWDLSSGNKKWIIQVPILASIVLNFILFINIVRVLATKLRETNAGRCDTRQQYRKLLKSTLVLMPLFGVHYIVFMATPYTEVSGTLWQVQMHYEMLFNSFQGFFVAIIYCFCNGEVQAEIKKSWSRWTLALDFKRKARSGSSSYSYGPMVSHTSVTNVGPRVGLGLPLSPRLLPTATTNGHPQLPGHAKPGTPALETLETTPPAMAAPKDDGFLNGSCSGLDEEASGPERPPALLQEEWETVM
#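 HEK-293-derived GP2 cells expressing PTHR1 and a GloSensor cAMP reporter, 3,000/well, plated overnight, given luciferin plus IBMX (each 0.5 mM as added) for 1 h at 37 °C, then compound for 1 h at 37 °C. Luminescence was read after 15 min at room temperature.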
# DRD3 antagonist = qHTS of D3 Dopamine Receptor Antagonist: qHTS; max response, negative = inhibition, %; D(3) dopamine receptor (Homo sapiens), P35462; 360,000 tested, 2.5% active; AID 652054, 2013; D3R cells, DiscoveRx beta-arrestin luminescence, antagonist mode; hits give low values; in the data active = max response below about -50%; inconclusive = no clear call, values can overlap the other calls; note: % is set by controls: 0 for no effect and ±100 for the full control effect; mostly tested at two doses, the higher about 12 µM
#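 Cells plated overnight at 1500 cells/well, then exposed to library compounds with dopamine controls for 90 minutes at 37 degrees C. DiscoveRx reagent added for 30–60 minutes at room temperature; luminescence read, quantitative HTS format.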
# KB-V1 cytotox = qHTS assay for MDR1-selective chemotherapeutics: Primary screen using the drug-selected MDR subline cells KB-V1 | KB-V1 MDR cells viability, CellTiter-Glo, 72 h | Potency, µM (top dose mostly 46.1 µM), for inactives: at the top dose activity change, negative = cytotoxicity, hits mostly cytotoxic | 400,000 tested, 3.4% active | AID 1347076, 2019; note: potency is the fitted concentration of half-maximal effect; % is set by controls: 0 for no effect and ±100 for the full control effect; nearly all actives have a fitted effect of over 60% in size
#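 In this primary screen, KB-V1 cells overexpressing P-gp are incubated with library compounds (lowest to highest concentration) for 72 h at 37 degrees C before a luminescent ATP viability read.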
# GLP-1R agonist = qHTS of GLP-1 Receptor Agonists. HEK293 GLP-1R CRE-luciferase, luminescence, 4-6 h; cells express a hypersensitive GLP-1R form. Potency, µM (top dose mostly 45.6 µM), for inactives: at the highest dose activation, actives largely listed as activators. 380,000 tested, 0.007% active; note: potency is the fitted concentration of half-maximal effect; % of control where 0% means no effect
# HEK293 tox = qHTS of GLP-1 Receptor Inverse Agonists: Cytotox Screen. HEK293 cAMP-luciferase reporter cells, luminescence, 24 h. Potency, µM (top dose mostly 38.3 µM), for the others: at the top dose activity change, negative = inhibition, most hits filed as inhibitors. 410,000 tested, 0.13% active. AID 624418, 2012;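 note: loss of luciferase light is scored as toxicity; potency is the fitted concentration of half-maximal effect; % is set by controls: 0 for no effect and ±100 for the full control effect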
#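 To flag toxic compounds, the library was rerun on cells for 24 hr at 37 deg C and 5% CO2. Viability-linked luminescence was captured 12 min after adding luciferase detection reagent.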
# The depositor's hits bear a star; i = inactive; ? = inconclusive; / = no result given; [ ] = remark or other dose. Unless noted, calls come from the whole dose curve; as a rule, active = well fitted curve in the direction sought with a large enough effect; inconclusive = small, poorly fitted or top-dose-only effect, or another doubt; inactive = no such curve, though single readings can be large; an effect the other way counts as inactive or inconclusive. Only part of the results is shown (hit frequency here may not be typical).
SMILES,DRD3 agonist,GLP-1R inv ag,TDP-43 yeast inh,aSyn rescue,PTHR1 ag,DRD3 antagonist,KB-V1 cytotox,GLP-1R agonist,HEK293 tox
CCCCCC(=O)N1C[C@@H](O)[C@H](n2cc(-c3ccc(F)cc3)nn2)C[C@@H]1c1ccc(Cl)cc1,-2,?,?,?,-22%,6,?,0%,?
Cc1nn(-c2ccccc2)c2c1CC1(C(=O)N(C)C(=O)N(C)C1=O)C1CCCCN21 (configuration not stated),2,2%,18%,7%,i,-20,-1%,-1%,-2%
CCOC(=O)c1ccc(N2C(=O)c3n[nH]c(-c4cccs4)c3C2c2ccc(CC)cc2)cc1 (configuration not stated),2,?,6%,0%,-46%[inhibitor],/,/,/,?
O=C(Nc1ccc(Cl)cc1C(=O)c1ccccc1)c1ccccc1Br,1,?,22%,/,-49%[inhibitor],/,/,/,2%
COC(=O)c1ccc(COC(=O)c2nn(C)c(=O)c3ccccc23)cc1,10,22%,0%,?,-46%[inhibitor],67,1%,23%,-17%
CCc1ccc(N2C(=O)NC(=O)C(CCc3ccncc3)(CCc3ccncc3)C2=O)cc1,-2,2%,12%,-4%,i,-18,10%,3%,4%
COc1ccc(OC)c(N2C(=O)NC(=O)C(CCc3ccncc3)(CCc3ccncc3)C2=O)c1,2,23%,7%,-7%,i,-24,6%,-1%,-8%
COc1ccc(Cn2c(N)c(C(=O)NCc3ccco3)c3nc4ccccc4nc32)cc1OC,5,?,2%,?,i,-14,21µM*,1%,114%[activator]
CCCCC[C@@H](/C=C/C1C(=O)C=C[C@H]1C/C=C\CCCC(=O)OC)OC(C)=O (some centres not stated),8,?,0%,3%,-51%[inhibitor],-14,?,-9%,?
COc1cccc2sc3cc(NCC[C@@H]4CCCN4C)ccc3c(=O)c12,7,?,18%,0%,-32%[inhibitor],-4,-1%,2%,221%[activator]
Cc1ccccc1NC(=S)NC(NC(=O)CF)C(Cl)(Cl)Cl (configuration not stated),0,-19%,8%,-4%,i,5,-13%,5%,3%
C/C(=N\Nc1ccccc1)c1c(O)n(Cc2ccccc2)c(=O)[nH]c1=O,-4,?,-18%,-2%,i,?,-5%,-9%,-21%
CC1CCCN(CC(=O)c2ccc(Cl)c(Cl)c2)C1 (configuration not stated),-3,-7%,-11%,0%,-11%,-17,-3%,-5%,7%
CCC(C)n1c(O)c(/C=N/Nc2nc3c(c(=O)n(C)c(=O)n3C)n2C)c(=O)[nH]c1=S (configuration not stated),5,9%,-2%,0%,-15%,-24,-12%,0%,6%
CC1C(=O)C(C)C(c2ccc(Cl)cc2)NC1c1ccc(Cl)cc1 (configuration not stated),-6,?,-13%,-5%,-21%,-61*,-15%,17%,-10%

# Of the compounds above, these contain fluorine:
SMILES,DRD3 agonist,GLP-1R inv ag,TDP-43 yeast inh,aSyn rescue,PTHR1 ag,DRD3 antagonist,KB-V1 cytotox,GLP-1R agonist,HEK293 tox
CCCCCC(=O)N1C[C@@H](O)[C@H](n2cc(-c3ccc(F)cc3)nn2)C[C@@H]1c1ccc(Cl)cc1,-2,?,?,?,-22%,6,?,0%,?
Cc1ccccc1NC(=S)NC(NC(=O)CF)C(Cl)(Cl)Cl (configuration not stated),0,-19%,8%,-4%,i,5,-13%,5%,3%

# Further entries:
SMILES,DRD3 agonist,GLP-1R inv ag,TDP-43 yeast inh,aSyn rescue,PTHR1 ag,DRD3 antagonist,KB-V1 cytotox,GLP-1R agonist,HEK293 tox
COc1cc([N+](=O)[O-])c2ncccc2c1[N+](=O)[O-],4,7%,24%,-12%,i,-27,16µM*,-12%,?
O=C(Nc1cccc(Cl)c1)N1C[C@H]2C[C@@H](C1)c1cccc(=O)n1C2,18,2%,22%,2%,-18%,13,-16%,-3%,2%
O=C(CN1CC(c2ccccc2)CC1=O)Nc1ccccc1 (configuration not stated),-2,-12%,5%,2%,2%,13,-3%,7%,2%
CCN1CCN(S(=O)(=O)c2cnc(Cl)c(Br)c2)CC1,-2,10%,-5%,-6%,i,-28,-1%,-22%,-1%
c1ccc(CCNCc2cccnc2)cc1,-4,17%,8%,3%,-21%,0,0%,0%,-18%
C=CCN1CC[C@]23c4c5ccc(O)c4OC2C(O)CC[C@@]3(O)[C@H]1C5 (some centres not stated),-20,9%,5%,-2%,-9%,?,2%,-5%,0%
COCCOC(=O)c1c(N)n(Cc2ccco2)c2nc3ccccc3nc12,-3,20%,0%,-10%,i,10,-16%,2%,432%[activator]
O=C(Cn1nc(Cc2cccnc2)c2ccccc2c1=O)N1CCC2(CC1)OCCO2,6,0%,-10%,3%,-23%[57.5 µM],8,21%,1%,-14%
Cc1cccc(C)c1N1CCN(c2c(C)cccc2C)CC1,-5,-3%,-8%,-1%,i,-5,3%,-2%,1%
CN1C(=O)N(C)C(=O)C2(Cc3cc(NC(=O)c4ccccc4Cl)ccc3N3CCCC32)C1=O (configuration not stated),2,11%,6%,1%,-27%,1,?,2%,-5%
Cc1cc(N2CCCCC2)nc2ccc(NC(=O)/C=C/c3ccc(OC(C)C)cc3)cc12,7,?,22%,/,i,/,0%,/,-2%
CCN(c1ccc(C(O)(C(=O)OC)C(F)(F)F)cc1)S(=O)(=O)c1ccc(C)cc1 (configuration not stated),-16,?,-11%,8%,i,-12,?,9%,7%
O=c1[nH]c(=O)n(-c2ccc(Cl)cc2)c(O)c1C=Nc1ccc(S(=O)(=O)Nc2nccs2)cc1,11,15%,2%,-10%,-8%,-15,1%,-16%,-8%
O=c1[nH]c(O)c(C=Nc2ccc(F)c(Cl)c2)c(=O)[nH]1,2,-12%,-1%,-6%,-6%,-9,0%,-3%,10%
C=CCNC(=S)/N=C/c1c(O)[nH]c(=O)[nH]c1=O,3,-15%,-5%,-4%,i,7,-1%,1%,0%
O=C1C2CCCN2C(c2ccncc2)N1c1ccc(Cl)c(Cl)c1 (configuration not stated),-10,4%,-7%,-4%,i,-20,-35%,-7%,-4%
COc1cccc(NP(=O)(Oc2ccccc2Cl)Oc2ccccc2Cl)c1,1,?,23%,?,i,7,?,8%,?
COc1ccc(C(c2nnnn2-c2ccc(OC)cc2)N2CCC3(CC2)C(=O)NCN3c2ccccc2)cc1 (configuration not stated),3,?,12%,7%,-22%,-1,?,2%,-19%
CCCCc1nc(N2CCNCC2)c(C#N)c2c1CSC(C)(C)C2,-13,?,18%,3%,i,-25,?,7%,-3%
COc1ccccc1-c1ncn(Cc2cccc(-c3ccccc3)c2)c1CC(C)C,-2,?,3%,-47%[inhibitor],-36%[inhibitor],5,16µM*,-3%,?
O=C(O)COc1ccc(Cl)cc1Cl,-10,3%,-11%,0%,?,-7,23%,-3%,15%
CCN1CCN(Cc2cccnc2)CC1,2,22%,2%,1%,i,21,0%,-5%,-4%
Cc1cccc(C)c1-n1nnnc1C(C1CC1)N1CCC2(CC1)C(=O)NCN2c1ccccc1 (configuration not stated),6,?,15%,1%,-15%,44,0%,5%,-28%
O=C1C=CC(=O)N1c1ccccc1N1C(=O)C=CC1=O,-38,?,-15%,-3%,-22%,-113*,26µM*,-11%,?
CCCCn1c(O)c(C(CC)=NCCN2CCCCC2)c(=O)[nH]c1=O,-5,4%,-3%,-7%,-6%[57.5 µM],?,18%,1%,-1%
C/C(=N\NP(=S)(c1ccccc1)c1ccccc1)c1ccc(O)cc1O,-2,11µM*,-22%,0%,-4%,8,?,16%,13%
COc1cc(NC(=O)c2[nH]cnc2C(N)=O)cc(C(=O)Nc2cccc(C(F)(F)F)c2)c1,4,?,21%,-8%,-9%,12,21%,-1%,?
COc1ccc2c(c1)C1(C)CCN(C)CC(C1)C2O (configuration not stated),-9,7%,20%,5%,i,-21,0%,-3%,5%
CC(=O)OC1(C)CC(C)C(=O)C(C(O)CC2CC(=O)NC(=O)C2)C1 (configuration not stated),-3,-77%,-90%[inhibitor],-69%[inhibitor],-60%[inhibitor],8,?,-5%,15%
COC(=O)C1=C(c2ccc(OC)c(OC)c2)C[C@@H]2CC[C@H]1N2C(=O)NCC1CC1,7,17%,4%,-12%,-25%,11,-16%,7%,0%
NP(=O)(Oc1ccccc1)c1ccccc1 (configuration not stated),-2,3%,11%,-9%,i,-7,0%,-5%,3%
CC1(c2ccc(Cl)cc2Cl)OCC(Cn2cncn2)O1 (configuration not stated),10,-24%,4%,9%,-6%,-6,7%,6%,-17%
CCN1C(=O)C(CC(=O)Nc2ccc(OC)cc2)N(CCCN2CCN(c3ccc(F)cc3)CC2)C1=S (configuration not stated),-32,?,-31%[inhibitor][9.22 µM],-3%,-39%[inhibitor],-12,?,-3%,?
COc1ccccc1-n1c(O)c(C=Nc2c(C)n(C)n(-c3ccccc3)c2=O)c(=O)[nH]c1=O,2,-1%,-7%,1%,i,-25,2%,1%,2%
c1cnc(N2CCNCC2)nc1,-6,20%,25%,-9%,-13%,1,-1%,7%,0%
CC(=O)Nc1cc(-c2cccc(C(=O)N(C)C)c2)cn2c(-c3cccc(C(F)(F)F)c3)cnc12,-11,?,1%,1%,-49%[inhibitor],-6,-3%,1%,4%

# Compound profiles, from the list above.
# Listed for CC1(c2ccc(Cl)cc2Cl)OCC(Cn2cncn2)O1 (configuration not stated) → DRD3 agonist: 10; GLP-1R inv ag: -24%; TDP-43 yeast inh: 4%; aSyn rescue: 9%; PTHR1 ag: -6%; DRD3 antagonist: -6; KB-V1 cytotox: 7%; GLP-1R agonist: 6%; HEK293 tox: -17%
# Listed for C/C(=N\NP(=S)(c1ccccc1)c1ccccc1)c1ccc(O)cc1O → DRD3 agonist: -2; GLP-1R inv ag: 11µM*; TDP-43 yeast inh: -22%; aSyn rescue: 0%; PTHR1 ag: -4%; DRD3 antagonist: 8; KB-V1 cytotox: ?; GLP-1R agonist: 16%; HEK293 tox: 13%
